High-throughput results as filed in PubChem BioAssay.
KDM5B inhibitor = blocks human KDM5B histone demethylase activity. Potency, µM (titrated, usually from 57.7 µM), for inactives: at the highest dose activity change, negative = inhibition, most hits filed as inhibitors. Q9UGL1. 220,000 tested, 2.6% active. KDM5B demethylase, FDH-coupled NADH fluorescence (FDH is formaldehyde dehydrogenase); active means well fitted inhibition curve with a large enough effect; inconclusive means small, poorly fitted or top-dose-only effect; inactive means no such curve, though single readings can be large or run the other way; further: 0% is about no effect; nearly all actives have a fitted effect of over 70% in size
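Measured: NADH fluorescence change, 30 min, RT. System: KDM5BΔAP 200 nM final, H3K4me3 peptide, α-KG, Fe(II), ascorbate, NAD⁺ plus FDH, pH 7.5 HEPES. Compounds: titrated, 10 min pre-incubation with enzyme.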
* marks the source's active call; other numbers are inactive results; i = inactive; ? = inconclusive; [ ] = dose if it differs, or a comment. Potency means the concentration at half of the fitted maximal effect. A portion of the library, so the mix of outcomes need not match the whole.

SMILES	KDM5B inhibitor
FC(F)(F)c1cc(-c2cccs2)nc(=S)[nH]1	10.3%
Cc1ccc(N2CC(c3nc(-c4ccc(Cl)cc4)no3)CC2=O)cc1F (stereo unspecified)	-3.2%
Cc1c(C(=O)NC2CC(c3nnc(CO)n3C3CC3)C2)n(C)c2c(C)cccc12 (stereo unspecified)	17.1%
CC(C)c1ccc(S(=O)(=O)N2CCN(C(=O)C3CCN(C(=O)c4ccc(F)cc4)CC3)CC2)cc1	9.8%
CCN(CC)c1ccc(-c2nc(-c3ccco3)no2)cc1[N+](=O)[O-]	-39.2%
CCc1ccc(NC(=S)N(CCN(C)C)C(C)c2ccncc2)cc1 (stereo unspecified)	28.5%
Cc1cc(C(=O)Cn2c(CO)nc3ccccc32)c(C)n1C	4.8%
CN1CC(=O)N(c2ccccc2F)Cc2c(NCCc3ccccc3)ncnc21	?
COc1ccc(C)cc1NC(=O)N1CCC(CN2CCOCC2)CC1	-22.3%
O=C1CCCCC(CNC(=O)C2(c3ccccc3)CC2)N1 (stereo unspecified)	-9.5%
COc1cc(CCC(=O)N2CCN(c3ccccc3)CC2)cc(OC)c1OC	18.4%
Cn1cc(-c2ccc(F)cc2)cc1C(=O)O	1.8%
CN(C)[S+](=O)([O-])c1ccc2c(c1)OCCN(Cc1ccncc1F)C2	-5.1%[86.2 µM]
CN(C1CCOCC1)C1CCc2nn(C)c(=O)n2CC1 (stereo unspecified)	-17.9%
O=C(NCCc1c[nH]c2ccccc12)c1coc(COc2ccc3c(c2)OCO3)n1	-4.9%
COCC(=O)N1CCC(Oc2ccccc2C(=O)N2CCN(c3ccccn3)CC2)CC1	?
CCOC(=O)CC(NC(=O)CCc1c(C)nc2c(-c3ccccc3)c(C)nn2c1C)c1ccc(OC(C)C)cc1 (stereo unspecified)	?
OC[C@@H]1O[C@H](CNCc2cccc(Cl)c2)[C@H](N2CCOCC2)[C@@H]1O	-16.1%[86.2 µM]
Cc1nnsc1C(=O)NNc1ccc(C(C)(C)C)cc1	3.0%
Cc1noc(CC2CCOC3(CCN(C(=O)c4ccc(C#N)cc4)CC3)C2)n1 (stereo unspecified)	-6.4%

Single entries from the results shown.
`COc1cc(CCC(=O)N2CCN(c3ccccc3)CC2)cc(OC)c1OC` | KDM5B inhibitor: 18.4%
`Cc1cc(C(=O)Cn2c(CO)nc3ccccc32)c(C)n1C` | KDM5B inhibitor: 4.8%

Next compounds:
SMILES	KDM5B inhibitor
O=C(Nc1cccc(Cl)c1)C1CCCC1	17.3%
COc1ccccc1CN1CC[C@H](CNC(=O)C2CC2)[C@H](N(C)C)C1	-25.6%
COc1ccc(NC(=O)COC(=O)/C=C/c2cccs2)c(OC)c1	-8.1%
Cc1cc(C)cc(N2CCn3c2nc2c3c(=O)n(CCCc3ccccc3)c(=O)n2C)c1	-10.2%
CC(C)Cn1c(=O)c2sccc2n2c(CCCC(=O)Nc3ccc(Cl)cc3)nnc12	-4.3%
C=CCNC(=O)N[C@H]1CCN(C(=O)CC(C)(C)C)[C@@H]1C(=O)N[C@@H](C(=O)OC)C(C)C	13.4%[86.2 µM]
Cc1nc(-c2cccc(Cl)c2)n(Cc2ccc(F)c(F)c2)c(=O)c1CCO	-36.5%
O=C(COc1ccccc1)N1CCC(n2cc(-c3nc(-c4ccccc4)no3)nn2)CC1	-30.2%
Cc1ccc(C2=NS(=O)(=O)N(C)C(C(=O)Nc3cccc(O)c3)=C2)cc1	-26.1%
CCCCC(=O)Nc1ccc(OCc2cc(=O)n3ccc(C)cc3n2)cc1	?
CN(C)C(=O)CNS(=O)(=O)c1ccc(Cl)cc1F	-5.1%
CCOC(=O)CCNC(=O)N1c2ccccc2CC1c1nc(C(C)C)no1 (stereo unspecified)	-19.4%
Cc1ccccc1Nc1n[nH]c(C(O)c2cccc(C(F)(F)F)c2)n1 (stereo unspecified)	10.1%[86.2 µM]
Cc1ccc(CNC(=O)c2ccc(NC(=O)c3cc4c(=O)[nH]c(C)cn4n3)cc2)cc1	3.16µM*
CN1CCC(N2CCOC[C@H]2c2ncc(C(C)(C)C)[nH]2)CC1	-26.8%[86.2 µM]
CCOC(=O)C(CC(=O)O)c1ccccc1 (stereo unspecified)	7.3%
CCn1ncc(-c2cc(C(=O)O)c3ccccc3n2)c1C	i
Cc1ccc2c(=O)cc(C(=O)Nc3nonc3-c3ccc4c(c3)CCCC4)oc2c1	?
COc1ccc(CN2CC3(CCN(C(=O)c4ccc(OC)c(F)c4)CC3)C2=O)cc1	8.9%
COc1ccc(C)cc1NS(=O)(=O)c1cc(-c2c(C)nn3c2NC(=O)CCC3=O)ccc1OC	-5.0%

In the list so far, 3 have a COOH group:
SMILES	KDM5B inhibitor
Cn1cc(-c2ccc(F)cc2)cc1C(=O)O	1.8%
CCOC(=O)C(CC(=O)O)c1ccccc1 (stereo unspecified)	7.3%
CCn1ncc(-c2cc(C(=O)O)c3ccccc3n2)c1C	i

Remaining list, next part
SMILES	KDM5B inhibitor
Cc1cccc(CN(CCN2CCCCC2)CC2CCCN(C3CCCC3)C2)n1 (stereo unspecified)	3.8%
CN1C(=O)CC(C(=O)O)C12CCN(Cc1cnn(C)c1)CC2 (stereo unspecified)	-20.5%
CCCCOc1ccc(NC(=O)Cc2ccccc2)c2cccnc12	1.4%
CCc1nnc(Cn2cnc3scc(-c4ccc(C)cc4)c3c2=O)o1	14.2%
CC(=O)Nc1ccc(C)c(NC(=O)C2(c3ccc(F)cc3)CC2)c1	8.9%
CC(C)(O)c1cc(CC2(NCc3cnc4ccccc4c3)COC2)no1	-15.4%[86.2 µM]
CN(C)S(=O)(=O)c1ccc(N2CCCC2)c(C(=O)N2CCc3ccccc32)c1	10.2%
CCOc1ccccc1N(CC(=O)NC(C)CC)S(C)(=O)=O (stereo unspecified)	21.2%
CC(=O)NCCCC(=O)N1CCC2(CC1)CN(C(C)=O)Cc1ccccc1O2	1.5%[115 µM]
CCc1nc2c(c(-c3ccc(Cl)cc3)n1)CN(C(=O)Nc1ccccc1)CC2	11.2%
COc1cc(-c2noc(-c3cc4cccc(C)c4oc3=O)n2)cc(OC)c1OC	?
O=C(Cc1c[nH]c2ncc(-c3ccccc3)cc12)Nc1cccnc1	?
O=C(Nc1nc2ccc(F)cc2s1)c1nc(S(=O)(=O)Cc2ccccc2)ncc1Cl	?
Cc1ccc2c(=O)cc(C(=O)Nc3sc4c(c3C(=O)NCc3ccco3)CCC4)oc2c1C	1.5%
Cc1cc(NC(=O)C(C)Sc2nccn2-c2ccc(Cl)cc2)no1 (stereo unspecified)	15.6%
Cc1ccc(-c2nc(CNS(=O)(=O)c3ccc(C)cc3)c(C)o2)cc1	-25.9%
COCCCNC(=O)CCCn1c(=O)c2cccn2c2ccccc21	-16.2%
CCC(=O)N1N=C(c2c(O)n(C)c(=O)n(C)c2=O)CC1c1ccccc1 (stereo unspecified)	?
CCn1c(=O)c2sccc2n2c(CCC(=O)NCc3ccc(Cl)cc3)nnc12	-12.1%
CC1CCC(NC(=O)C(Cc2ccccc2)n2cccc2)CC1 (stereo unspecified)	16.7%
O=C1CN(C(=O)Cn2ccc3ccccc32)CCN1	-11.6%
COCCn1ncc(N2CCCC(CC(=O)NC3CCCCC3)C2)cc1=O (stereo unspecified)	-3.6%
Fc1ccc(-c2cnc(COc3ccc(Cl)cc3)o2)cc1	19.1%
CCOC(=O)C1CCCN(C(=O)c2coc(COc3cccc(F)c3F)n2)C1 (stereo unspecified)	9.3%
CCN(C(=O)c1cn(CC)c(=O)c2cc(OC)c(OC)cc12)c1ccccc1F	8.8%
CCn1c(C2CCN(C(=O)CC34CC5CC(CC(C5)C3)C4)CC2)n[nH]c1=O	-16.5%
O=C(O)c1ccc(CN2CCOC[C@H]2c2ncc(-c3cccnc3)[nH]2)cc1	12.2%[86.2 µM]
COc1ccc(CNC(=O)c2ccc(N3CCCC3)c(NC(=O)NCc3ccc(C)cc3)c2)cc1	?
O=C(c1ccccc1OCC1CCCN(Cc2ccc3[nH]ccc3c2)C1)N1CCCC1 (stereo unspecified)	7.6%
COc1ccc(N2CC(c3noc(-c4ccccc4OC)n3)CC2=O)cc1 (stereo unspecified)	-19.9%
Cc1ccc(NC(=O)CN2CCN(C(=O)CCc3ncc(-c4ccc(C)c(C)c4)o3)CC2)cc1	-19.7%
CCCn1c2c(c(=O)n(C)c1=O)C(c1ccccc1C)C1=C(COC1=O)N2 (stereo unspecified)	?
COc1ccc(NC(=O)Cn2nc3c(cc2=O)CCCCC3)cn1	12.7%
CCOC(=O)C1C(=O)C=C(c2ccco2)CC1c1ccccc1 (stereo unspecified)	?
CCOc1ccccc1NC(=O)c1c(NC(=O)Cc2ccc(OC)cc2)sc2c1CCC2	-12.7%
CCOC(=O)c1ccc(C(=O)NNC(=O)C2CC=CCC2)cc1 (stereo unspecified)	19.5%
COc1c(CNCC(O)COc2c(C)cccc2C)c(C)nn1C (stereo unspecified)	9.1%
CCCC(=O)N1CCCN(C(C)C(=O)Nc2ccc(C)c(F)c2)CC1 (stereo unspecified)	12.4%
COc1ccc(C(=O)Oc2ccc3c(=O)c(-c4ccc(OC)c(OC)c4)c(C)oc3c2)cc1OC	14.8%
COC(=O)c1cc(S(=O)(=O)N2CCN(c3cc(Cl)ccc3C)CC2)c[nH]1	-25.3%

4 entries already listed, ordered by count of non-hydrogen atoms, largest number first:
SMILES	KDM5B inhibitor
COc1ccc(C(=O)Oc2ccc3c(=O)c(-c4ccc(OC)c(OC)c4)c(C)oc3c2)cc1OC	14.8%
COCCn1ncc(N2CCCC(CC(=O)NC3CCCCC3)C2)cc1=O (stereo unspecified)	-3.6%
COc1ccc(NC(=O)Cn2nc3c(cc2=O)CCCCC3)cn1	12.7%
Fc1ccc(-c2cnc(COc3ccc(Cl)cc3)o2)cc1	19.1%

Going on with the list.
SMILES	KDM5B inhibitor
CCc1nn(CC(=O)N2CCN(c3cccc(C)c3)C(C)C2)c(=O)c2cc3sccc3n12 (stereo unspecified)	-9.2%
CCn1cc2nc(SCc3cccc(C(F)(F)F)c3)n(CCc3ccccc3)c(=O)c2n1	-9.5%
COc1cccc(N2C(=O)NC(=NC3CCCCC3)C23CCN(C(=O)c2ccccc2OC)CC3)c1	13.7%[115 µM]
CCCn1c(=O)[nH]c(=O)c2c(-c3cccc4ccccc34)ccnc21	?
Cc1nc2cc(NS(=O)(=O)c3ccc(C)c(C)c3)ccc2o1	-6.8%
COC(=O)c1c(NC(=O)CCCOc2ccccc2)sc2c1CCC(C)C2 (stereo unspecified)	-7.9%
COc1cccc(C(=O)Nc2nc3nc(C)c(Cc4ccccc4)c(=O)n3[nH]2)c1	-21.8%
Clc1ccc2oc([C@H]3CCN(Cc4ccccc4)C3)nc2c1	?
CC(C)CNC1(Cc2cc(CN(C)Cc3ccccc3)on2)COC1	-0.4%[86.2 µM]
CC(CN(CCN(C)C)Cc1ccccc1)c1ccccc1 (stereo unspecified)	-28.9%
CC(C)CCN1CC(=O)N2Cc3[nH]c4ccccc4c3C[C@H]2C1=O	21.9%
CCc1csc(CNc2cc(C3CC(O)C3)nc(N)n2)n1 (stereo unspecified)	13.9%
Cn1cccc1C(=O)N1CCCC(c2nn[nH]n2)C1 (stereo unspecified)	?
COc1cccc(C(=O)NCC2CCCN(Cc3ccc(Cl)cc3)C2)c1OC (stereo unspecified)	14.8%
Cc1ccc2nc(C)cc(C(=O)NC3CCC(O)CC3)c2c1 (stereo unspecified)	?
CCn1ccnc1CN(C)C(=O)c1cc(-c2cnc(C)nc2)nc2cc(F)ccc12	-11.9%
COc1cccc(C(CNCC(O)CN2CCOCC2)c2c[nH]c3ccccc23)c1OC (stereo unspecified)	?
CCn1cc(C(=O)N[C@@H]2COCC[C@@H]2OCC2CC2)c(=O)c2ccc(C)nc21	-7.0%
CC(C)N1CCN(C(=O)CCC2CCN(S(=O)(=O)c3ccccc3F)CC2)CC1	13.7%
Cc1nnc(N2CCC(C(=O)NCc3ccc(N(C)C)cc3)CC2)c2nn(-c3ccccc3)c(C)c12	?
CC(=O)NCCCC(=O)N1C2CCC1CN(c1ccc(C(F)(F)F)cc1)C2	12.9%[115 µM]
O=C1c2ccccc2OCC2(CCN([S+](=O)([O-])c3ccccc3)C2)N1[S+](=O)([O-])c1ccccc1 (stereo unspecified)	-18.5%
CN(C)[C@@H]1CN(Cc2ccccn2)CC[C@@H]1CO	-28.8%
CC1(C)C2CC=C(/C=N/NC(=S)NCc3ccccc3)C1C2 (stereo unspecified)	-4.9%
COc1ccc(-c2onc(C)c2C(=O)N(C)Cc2cc(OC)c(OC)c(OC)c2)cc1	-2.3%
COC(=O)c1ccccc1NC(=O)c1cc(-c2ccc(Cl)cc2)on1	5.8%
Cc1ccc(-n2c(=O)[nH]c3sc4c(c3c2=O)CCCC4)cc1	?
CN(C)C(=O)NCC(=O)N1CCc2[nH]nc(-c3ccc(F)c(F)c3)c2C1	29.5%
Cc1cc(OCC(=O)Nc2ccc3[nH]ncc3c2)ccc1Cl	4.5%
CC(=O)c1cccc(NC(=O)Cn2c(-c3ccccc3)nc(C)cc2=O)c1	-4.7%
COc1ccc(C(=O)c2sc(Nc3ccccc3)c(C(N)=O)c2N)cc1	?
CCc1csc(CNC(=O)c2ccc(N(C)Cc3cnn(C)c3)nc2)n1	8.8%
Cn1cccc1CN1CCC2(CC1)C(=NC1CCCCC1)NC(=O)N2c1cc(F)cc(F)c1	-13.4%[115 µM]
CCCn1cc(C(=O)N2CCN(S(=O)(=O)N3CCCC3)CC2)c(C)n1	37.4%[activator]
O=C1Cc2cc(-c3csc(Nc4ccccc4Cl)n3)ccc2N1	-18.5%
Cc1cccc(CNC(=O)C2CCN(c3nc4ccc(Cl)cc4[nH]3)CC2)c1	-5.3%

KDM5B inhibitor, entries above that show a hit.
SMILES	KDM5B inhibitor
Cc1ccc(CNC(=O)c2ccc(NC(=O)c3cc4c(=O)[nH]c(C)cn4n3)cc2)cc1	3.16µM*
